p53 reactivation: mutant p53 re-activation in reporter cells. AID 504706. 0.063% of 320,000 active. Potency, µM (titrated, usually from 92.2 µM), for the others: top-dose activity change, positive = activation, actives largely listed as activators. H1299 p53-A138V BP100-luciferase reporter, luminescence, 24 h; note: % of control where 0% means no effect; nearly all actives have a fitted effect of over 45% in size
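p53-null H1299 cells stably carrying temperature-sensitive p53-A138V and a BP100-luciferase reporter were pinned with compounds (4-point, 1:5 series) and held 24 hrs at 37 deg C. Luminescence was read 10 min after detection reagent.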
RORg inh: blocks mouse ROR gamma transcriptional activity; Drosophila S2 Gal4-RORgamma UAS-luciferase reporter, 20 h; Potency, µM (titrated, usually from 53.6 µM), inactives show at the highest dose activity change, negative = inhibition, usual class: inhibitors; 5.4% of 310,000 active; note: % is set by controls: 0 for no effect and ±100 for the full control effect; nearly all actives have a fitted effect of over 60% in size
Target sequence (P51450 whole entry, looked up, the tested form may be a part): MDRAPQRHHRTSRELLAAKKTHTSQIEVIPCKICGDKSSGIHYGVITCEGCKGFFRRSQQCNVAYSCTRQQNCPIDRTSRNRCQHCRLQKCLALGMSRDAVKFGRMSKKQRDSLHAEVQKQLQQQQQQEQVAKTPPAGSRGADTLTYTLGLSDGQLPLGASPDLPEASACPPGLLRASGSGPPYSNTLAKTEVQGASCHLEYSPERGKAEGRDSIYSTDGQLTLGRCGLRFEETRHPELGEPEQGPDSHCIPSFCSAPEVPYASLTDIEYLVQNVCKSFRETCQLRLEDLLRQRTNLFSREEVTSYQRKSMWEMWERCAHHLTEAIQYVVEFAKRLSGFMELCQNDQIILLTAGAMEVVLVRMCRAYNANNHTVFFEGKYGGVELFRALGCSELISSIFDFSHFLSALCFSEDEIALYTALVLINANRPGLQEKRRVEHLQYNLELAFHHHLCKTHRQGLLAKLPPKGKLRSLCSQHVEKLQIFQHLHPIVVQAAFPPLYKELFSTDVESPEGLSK
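A Gal4/UAS one-hybrid system in insect cells: metallothionein-promoter Gal4–ROR gamma fusion plus Photinus luciferase reporter. Copper sulfate 700 uM final, 20 hr ambient incubation, luminescent detection after 10 min with reagent.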
NPC1 promoter act: NPC1 promoter activation | Huh7 NPC1 promoter luciferase reporter, 24 h | Potency, µM (highest dose often 9.22 µM), for the others: at the highest dose activation, most hits filed as activators | 2.4% of 320,000 active | AID 485313;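 note: % of control where 0% means no effect; nearly all actives have a fitted effect of over 60% in size; reporter is driven by a mutant NPC1 promoter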
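Compounds in DMSO were transferred onto Huh7 NPC1-luciferase reporter cells pre-incubated 2 h; after 24 h at 37 °C, Amplite reagent was dispensed and luminescence recorded 10 min later.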
ELG1 genotox: inducers of genotoxicity in HEK293T ELG1-luciferase cells. HEK293T ELG1-luciferase reporter, luminescence, 16 h. Potency, µM (series often up to 46 µM), without a hit: top-dose activity change, positive = activation, usual class: activators. 1.3% of 330,000 active; note: % of control where 0% means no effect; nearly all actives have a fitted effect of over 60% in size
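ELG1-luciferase HEK293T cells, 2,000/well; compound pinned in; 16 hr, 37 °C, 5% CO2; ONE-Glo, 30 min RT; luminescence on CCD imager.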
BRCA1 expr up: increases BRCA1 expression; Potency, µM (top dose mostly 46.1 µM), for the others: at the top dose activation, most hits filed as activators; 1.1% of 380,000 active; MCF7-BRCA1-FFLuc reporter, luminescence, 48 h; response scale: scaled: vehicle 0%, 10 µM genistein 100%; note: nearly all actives have a fitted effect of over 80% in size; some results filed as inactive show a strong effect at the top dose
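Cells: MCF7-BRCA1-FFLuc, 2000/well. Exposure: 48 h, 37 °C, 5% CO2. Read: luminescence, 15 min post-substrate. Controls: genistein 10 microM (maximal activation), DMSO (neutral).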
MBNL1-CUG inh: inhibitors of human MBNL1 binding to CUG repeat RNA; AID 2675; Q9NR56; 0.036% of 280,000 active; TR-FRET MBNL1-His/biotin-(CUG)12 binding, 665/545 ratio; Potency, µM (doses to about 57.5 µM), for inactives: top-dose activity change, negative = inhibition, most hits filed as inhibitors; active = well fitted inhibition curve with a large enough effect in the signal ratio, with a control signal flat, not every such curve was filed as active; inconclusive = small, poorly fitted or top-dose-only effect, or effect the other way, or a change in a side signal; inactive = no such curve, though single readings can be large or run the other way; the % refers to the signal ratio; note: % is set by controls: 0 for no effect and ±100 for the full control effect
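MBNL1-His + Biotin-(CUG)12, cpd titration 92 nM–58 uM; Tb anti-His Ab 0.055 ng/ul, SA-XL665 5 nM (final); 60 min RT; ratiometric 665/545 nm, Ex 340 nm; normalized to buffer and full-complex controls.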
FLuc modulator: counter-screen for miR-21 project: firefly luciferase inhibitors or activators; P08659; purified FLuc, Km substrates, luminescence inhibition; Potency, µM (highest dose often 57.5 µM), without a hit: at the highest dose activity change, negative = inhibition, hits mostly inhibitors; 6.9% of 360,000 active; AID 588342;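 note: plate controls were vehicle for no effect and reference inhibitor for full effect; nearly all actives have a fitted effect of over 55% in size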
Target sequence (P08659 whole entry, looked up): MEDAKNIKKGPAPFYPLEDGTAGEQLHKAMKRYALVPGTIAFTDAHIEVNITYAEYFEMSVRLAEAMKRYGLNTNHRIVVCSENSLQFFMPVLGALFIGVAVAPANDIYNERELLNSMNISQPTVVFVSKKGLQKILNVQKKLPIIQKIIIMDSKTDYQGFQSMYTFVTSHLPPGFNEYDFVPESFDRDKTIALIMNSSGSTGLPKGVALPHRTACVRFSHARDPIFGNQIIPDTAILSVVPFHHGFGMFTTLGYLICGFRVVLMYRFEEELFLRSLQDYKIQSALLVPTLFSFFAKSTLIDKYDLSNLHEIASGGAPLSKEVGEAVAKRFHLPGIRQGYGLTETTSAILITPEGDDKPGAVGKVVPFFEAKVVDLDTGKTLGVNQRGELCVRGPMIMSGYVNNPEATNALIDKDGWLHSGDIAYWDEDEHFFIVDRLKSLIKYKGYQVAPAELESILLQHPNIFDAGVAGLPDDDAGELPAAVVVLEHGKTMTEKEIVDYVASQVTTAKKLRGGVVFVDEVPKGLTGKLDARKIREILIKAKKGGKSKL
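Biochemical qHTS of compounds, final roughly 60 µM downward over six points, against 10 nM purified firefly luciferase using Km concentrations of substrates (10 uM D-luciferin, 10 uM ATP) in Tris acetate pH 7.5 buffer; luminescence output.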
uPA surface inh: blocks generation of uPA at the cell surface; 0.31% of 330,000 active; Potency, µM (top dose mostly 38.3 µM), for inactives: top-dose activity change, negative = inhibition, most hits filed as inhibitors; cell surface uPA generation assay, qHTS; active = well fitted inhibition curve with a large enough effect; inconclusive = small, poorly fitted or top-dose-only effect; inactive = no such curve, though single readings can be large or run the other way; tested in mouse RAW 264.7 cells; note: % is set by controls: 0 for no effect and ±100 for the full control effect; nearly all actives have a fitted effect of over 55% in size
VP16 counter: Gal4-VP16 reporter inhibition counter-screen; AID 2546; Potency, µM (top dose mostly 53.6 µM), inactives show top-dose activity, negative = inhibition, most hits filed as inhibitors; 3.5% of 310,000 active; Drosophila S2 Gal4-VP16 UAS-luciferase, luminescence, 20 h;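 note: Gal4-VP16 expression switched on by copper sulfate through the metallothionein promoter; % is set by controls: 0 for no effect and ±100 for the full control effect; nearly all actives have a fitted effect of over 50% in size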
Rab9 promoter act: activates the Rab9 promoter. Huh7 Rab9 promoter-luciferase reporter, luminescence, 24 h. Potency, µM (highest dose often 9.22 µM), for the others: at the highest dose activation, negative = inhibition, hits mostly activators. 2.8% of 320,000 active; note: % of control where 0% means no effect; nearly all actives have a fitted effect of over 60% in size
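Stable Rab9-luc Huh7, 1500 cells/well, 2 h settle; cmpd in DMSO, 24 h, 37 °C/5% CO2; luciferase reagent 10 min RT; luminescence.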
An asterisk follows results filed as active; u = inconclusive; x = not tested or not shown; [ ] = another dose, or the depositor's remark. Unless noted, calls come from the whole dose curve; as a rule, active = well fitted curve in the direction sought with a large enough effect; inconclusive = small, poorly fitted or top-dose-only effect, or another doubt; inactive = no such curve, though single readings can be large; an effect the other way counts as inactive or inconclusive. Potency is the fitted concentration of half-maximal effect. Not a hit list (roughly 13% active in at least one column).

SMILES	p53 reactivation	RORg inh	NPC1 promoter act	ELG1 genotox	BRCA1 expr up	MBNL1-CUG inh	FLuc modulator	uPA surface inh	VP16 counter	Rab9 promoter act
COc1ccc2oc(C(=O)NCC3CCCO3)c(C)c2c1 (stereo not given)	-6%	-1%	u	u	u	0%	13µM*	-12%	-6%	4µM*
NC(=O)CC(NC(=O)c1ccccc1)c1ccc(NCc2ccc(F)c(F)c2)c([N+](=O)[O-])c1 (stereo not given)	2%	18%	-3%	-4%	0%	u	0%	1%	2%	-1%
Cc1cc(C)n(-c2nc(NCCN(C)C)c3c4c(sc3n2)CCCC4)n1	-13%	-17%	-10%	9%	-98%[inhibitor]	-15%	-10%	-6%	-14%	0%
C1CCc2nnc(-c3nnc4n3CCCCC4)n2CC1	-7%	-6%	-2%	0%	5%	-1%	2%	6%	-2%	-13%
CCc1nc(N=C(N)N)nc2ccccc12	u	u	-11%	-9%	x	-5%	2%	x	0%	-16%
COc1ccc(NC(=O)CCNC(=O)c2ccc([N+](=O)[O-])cc2)cc1S(=O)(=O)N1CCCCC1	-5%	x	6%	-6%	-17%	x	2%	0%	x	0%
COc1cc(/C=C2/NC(=O)N(Cc3ccccc3F)C2=O)cc(OC)c1O	6%	26%	0%	6%	-21%	u	2%	0%	15%	1%
CC(C)(Oc1ccc(Cl)cc1)C(=O)Nc1ccc(S(=O)(=O)Nc2ncccn2)cc1	-1%	-18%	-2%	-4%	-16%	-2%	2%	-2%	-1%	-2%
CCc1noc(C)c1C(=O)OC(C)C(=O)Nc1ccc(Cl)cn1 (stereo not given)	-7%	x	-1%	0%	0%	x	-1%	2%	x	-5%
N#Cc1ccc(Cl)cc1NC(=O)COC(=O)[C@H](CCC(N)=O)NC(=O)c1ccc(F)cc1	3%	37%	-3%	0%	-7%	-2%	6%	0%	-15%	-5%
CCOC(=O)Cc1cc(=O)n2[nH]c(C)c(-c3ccccc3OC)c2n1	1%	-3%	-2%	-4%	18%	-7%	-6%	-3%	6%	3%
O=C1Nc2c(Br)cccc2C1=O	6%	x	x	2%	-17%	x	x	u	x	x
Cc1oc(-c2ccccc2Cl)nc1CN1CCCCC1CO (stereo not given)	9%	-10%	-2%	-3%	-2%	15%	0%	15%	9%	-8%
CCC(C)c1ccccc1NC(=O)COC(=O)C1=COCCO1 (stereo not given)	-2%	5%	-3%	0%	-17%	-2%	0%	-9%	1%	1%
COc1ccc(-c2nnc3ccc(SC(C(C)=O)C(C)=O)nn23)cc1OC	-7%	10%	0%	-5%	-48%	u	-1%	-25%	-1%	3%
CC(C)(C)NC(=O)CSc1nnc(Cc2ccc3c(c2)OCO3)n1C1CCCCC1	4%	5%	-2%	0%	-15%	-5%	-3%	x	-4%	1%
O=C(CN1C(=O)c2ccccc2C1=O)c1ccccc1	19%	3%	-1%	14%	34%	15%	u	2%	-7%	3%
COc1ccc(N2CCN(C(=O)C(Cc3ccccc3)n3cccc3)CC2)cc1 (stereo not given)	-3%	80%	-4%	-12%	-23%	4%	6%	16%	16%	0%
COC(=O)c1cc(N2CCN(C)CC2)nc2ccccc12	-3%	0%	-3%	5%	-6%	10%	5%	-1%	0%	-5%
Cc1cccc(NC2=CC(=O)CC(C)(C)C2)c1C	-5%	-6%	-2%	0%	-22%	6%	0%	u	-7%	-2%
Cc1noc(C)c1CSc1nnc(-c2ccncc2)n1-c1ccc(Cl)c(Cl)c1	-12%	23%	4%	-1%	4%	-8%	-2%	6%	-12%	15%
O=C(OCc1ccccc1Cl)c1ccccc1C(=O)c1ccccc1	u	44%	19%	14%	70%	-5%	u	x	3%	20%
CC1(C)CC(=O)c2cn3c(nc2C1)nc1ccccc13	-1%	-30%	-2%	0%	5%	8%	-3%	2%	2%	5%
CC(CN1CCCC1)OC(=O)c1cccc(F)c1 (stereo not given)	-5%	-1%	-2%	-2%	-2%	-8%	0%	-10%	-6%	0%
Cc1ccc(-c2ccc(CCC(=O)O)n2-c2cccc(O)c2)cc1	25%	43%	1%	2%	3%	-1%	u	x	8%	-2%
Later entries
SMILES	p53 reactivation	RORg inh	NPC1 promoter act	ELG1 genotox	BRCA1 expr up	MBNL1-CUG inh	FLuc modulator	uPA surface inh	VP16 counter	Rab9 promoter act
Cc1cccc(OCC(=O)NNC(=O)c2ccccc2OCc2c(C)noc2C)c1	-6%	x	-1%	1%	-6%	x	-9%	-1%	x	0%
O=C(CN1C(=O)NC2(CCCCCC2)C1=O)N1CCN(c2ccccc2)CC1	2%	x	1%	-1%	9%	x	6%	-3%	x	-2%
O=Cc1nc(-c2ccc(Cl)cc2)n2ccccc12	7%	-2%	0%	1%	-7%	u	2%	-1%	1%	-9%
N#C/C(=C(/O)COC(=O)c1ccc(O)cc1)c1nc2ccccc2[nH]1	3%	12%	7%	-3%	-10%	-10%	-20%	-2%	2%	-1%
O=c1[nH]cnc2ccsc12	-7%	31%	-3%	2%	18%	-6%	0%	1%	2%	0%
COC(c1ccccc1)c1nnc(CCC(=O)N2CCN(Cc3cccs3)CC2)o1 (stereo not given)	2%	u	2%	-2%	-14%	-11%	0%	2%	-2%	-11%
CC(=O)N1CCN(C(=O)c2cc(-c3cccc4ccccc34)nc3ccccc23)CC1	-40%[inhibitor]	21%	-2%	-13%	0%	24%	u	-3%	0%	-1%[1.84 µM]
COc1ccc(C(C(=O)NCCC(C)C)N(CCCO)C(=O)c2snc(C(N)=O)c2N)cc1OC (stereo not given)	0%	-5%	-1%	1%	23%	5%	3%	-4%	-3%	-3%
CCCNC(=O)C(Cc1ccc(C(F)(F)P(=O)(OCC)OCC)cc1)NC(=O)c1ccc(C#N)cc1 (stereo not given)	2%	x	x	2%	-1%	x	x	4%	x	x
CCn1c(CNc2ccc(F)cc2)nnc1SCC#N	-3%	-3%	-1%	-4%	-26%	-4%	0%	7%	2%	-7%
CCCC(=O)NC(c1ccc(Cl)cc1Cl)c1ccc2cccnc2c1O (stereo not given)	x	5.6µM*	-13%	u	-74%	14%	11%	-14%	2µM*	-33%[inhibitor]
C=C(C)CSc1nnc(CCNC(=O)OC(C)(C)C)o1	4%	5%	13%	1%	19%	1%	2%	x	-3%	-6%
C=CCNC(=S)Nc1ccccc1	5%	-126%	-3%	-4%	11%	-2%	-3%	8%	u	0%
COc1ccc2cc(C(N)=O)/c(=N/NC(=O)c3ccco3)oc2c1	u	u	18%	2%	-3%	u	-10%	-4%	-1%	7%
CCN(CC)Cc1c(CC(C)C)oc(C)c1C(=O)O	-6%	0%	6%	1%	-16%	-4%	0%	x	-3%	-7%
Cn1c(N)c(C(=O)COC(=O)CNS(=O)(=O)c2ccc(Cl)c(Cl)c2)c(=O)n(C)c1=O	6%	-12%	-3%	1%	1%	x	u	8%	3%	-4%

3 compounds already listed, arranged by the value under BRCA1 expr up, largest number first:
Molecule,p53 reactivation,NPC1 promoter act,BRCA1 expr up,uPA surface inh,Rab9 promoter act
CCCNC(=O)C(Cc1ccc(C(F)(F)P(=O)(OCC)OCC)cc1)NC(=O)c1ccc(C#N)cc1 (stereo not given),2%,x,-1%,4%,x
Cc1cccc(OCC(=O)NNC(=O)c2ccccc2OCc2c(C)noc2C)c1,-6%,-1%,-6%,-1%,0%
O=Cc1nc(-c2ccc(Cl)cc2)n2ccccc12,7%,0%,-7%,-1%,-9%

Among those listed so far, nine contain a Cl atom:
SMILES	p53 reactivation	RORg inh	NPC1 promoter act	ELG1 genotox	BRCA1 expr up	MBNL1-CUG inh	FLuc modulator	uPA surface inh	VP16 counter	Rab9 promoter act
CC(C)(Oc1ccc(Cl)cc1)C(=O)Nc1ccc(S(=O)(=O)Nc2ncccn2)cc1	-1%	-18%	-2%	-4%	-16%	-2%	2%	-2%	-1%	-2%
CCc1noc(C)c1C(=O)OC(C)C(=O)Nc1ccc(Cl)cn1 (stereo not given)	-7%	x	-1%	0%	0%	x	-1%	2%	x	-5%
N#Cc1ccc(Cl)cc1NC(=O)COC(=O)[C@H](CCC(N)=O)NC(=O)c1ccc(F)cc1	3%	37%	-3%	0%	-7%	-2%	6%	0%	-15%	-5%
Cc1oc(-c2ccccc2Cl)nc1CN1CCCCC1CO (stereo not given)	9%	-10%	-2%	-3%	-2%	15%	0%	15%	9%	-8%
Cc1noc(C)c1CSc1nnc(-c2ccncc2)n1-c1ccc(Cl)c(Cl)c1	-12%	23%	4%	-1%	4%	-8%	-2%	6%	-12%	15%
O=C(OCc1ccccc1Cl)c1ccccc1C(=O)c1ccccc1	u	44%	19%	14%	70%	-5%	u	x	3%	20%
O=Cc1nc(-c2ccc(Cl)cc2)n2ccccc12	7%	-2%	0%	1%	-7%	u	2%	-1%	1%	-9%
CCCC(=O)NC(c1ccc(Cl)cc1Cl)c1ccc2cccnc2c1O (stereo not given)	x	5.6µM*	-13%	u	-74%	14%	11%	-14%	2µM*	-33%[inhibitor]
Cn1c(N)c(C(=O)COC(=O)CNS(=O)(=O)c2ccc(Cl)c(Cl)c2)c(=O)n(C)c1=O	6%	-12%	-3%	1%	1%	x	u	8%	3%	-4%

Bioassay records (PubChem BioAssay)
